Screens as filed in PubChem BioAssay.
PfHsp40 rescue = compounds rescuing yeast from Plasmodium falciparum HSP40 toxicity. S. cerevisiae expressing PfHsp40, growth rescue, ATP luminescence. growth rescue, % at 12.5 µM. actives 0.68% (n = 340,000); in the data active means growth rescue above about 28%, passing the limit was not always enough;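 further: yeast W303a lacking pdr1 and pdr3 grown in galactose medium; growth measured after three days at 30 °C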
Y pestis TopoI = Y. pestis Topo-I inhibition via cleavage products; actives 0.064% (n = 360,000); activity, % at 10 µM; Y. pestis Topo-I cleavage product accumulation, plate reader; in the data active means activity above about 50%, passing the limit was not always enough; further: inactives centre near 2
TcdB inh = blocks C. difficile toxin B glycohydrolase activity. inhibition, % at 9.99 µM. AID 652162. actives 0.24% (n = 350,000). TcdB glycohydrolase enzymatic assay, plate reader; in the data active means inhibition above about 10%
Mtb BioA inh = blocks M. tuberculosis BioA enzyme activity; purified M. tuberculosis BioA enzyme, plate reader; inhibition, % at 9.99 µM; actives 0.096% (n = 360,000); in the data active means inhibition above about 40%
FadD28 FP inh = blocks FadD28 binding to the bisubstrate probe | AID 588549 | actives 0.22% (n = 360,000) | fluorescence polarization | inhibition, % at 12.5 µM; in the data active means inhibition above about 8.5%, passing the limit was not always enough
UGM FP inh = blocks M. tuberculosis UGM enzyme; purified UGM, fluorescence polarization probe displacement; actives 0.06% (n = 320,000); inhibition, % at 10 µM; P9WIQ1; AID 504406; in the data active means inhibition above about 10%, passing the limit was not always enough
Target sequence (P9WIQ1 whole entry, looked up): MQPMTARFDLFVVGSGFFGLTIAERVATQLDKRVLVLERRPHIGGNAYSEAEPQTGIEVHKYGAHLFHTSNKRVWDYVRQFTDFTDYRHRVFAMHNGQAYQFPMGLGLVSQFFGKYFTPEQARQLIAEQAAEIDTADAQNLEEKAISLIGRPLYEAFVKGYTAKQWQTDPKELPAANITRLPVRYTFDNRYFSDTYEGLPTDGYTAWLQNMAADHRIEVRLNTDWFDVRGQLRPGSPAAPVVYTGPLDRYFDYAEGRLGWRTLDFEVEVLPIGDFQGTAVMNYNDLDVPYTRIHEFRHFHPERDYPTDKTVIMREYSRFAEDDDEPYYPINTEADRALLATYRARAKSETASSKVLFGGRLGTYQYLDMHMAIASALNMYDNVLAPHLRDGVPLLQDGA
GDH-TPI inh = GDH-TPI coupled enzyme inhibition counter-screen; GDH-TPI coupled enzyme counterscreen, NADH absorbance; actives 1.2% (n = 360,000); inhibition, % at 4.8 µM; in the data active means inhibition above about 30%;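 further: 0% = DMSO wells and 100% = wells lacking the enzyme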
Vc quorum ag = inducers of Vibrio cholerae quorum light production without autoinducers | V. cholerae BH1578 lux reporter, luminescence, 6 h | activation, % at 18.7 µM | actives 0.16% (n = 350,000) | AID 588436; in the data active means activation mostly above about 9.7%, no sharp cut-off; further: not every result past the cut was called active; inactives centre near 0; reference of the scale not given here
Mtb FBA inh = Mtb fructose-bisphosphate aldolase inhibition. P9WQA3. inhibition, % at 1 µM. AID 588726. purified M. tuberculosis FBA, fluorescence read-out. actives 2.3% (n = 360,000); in the data active means inhibition above about 27%;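 further: 0% = vehicle and 100% = reference inhibitor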
Target sequence (P9WQA3 whole entry, looked up): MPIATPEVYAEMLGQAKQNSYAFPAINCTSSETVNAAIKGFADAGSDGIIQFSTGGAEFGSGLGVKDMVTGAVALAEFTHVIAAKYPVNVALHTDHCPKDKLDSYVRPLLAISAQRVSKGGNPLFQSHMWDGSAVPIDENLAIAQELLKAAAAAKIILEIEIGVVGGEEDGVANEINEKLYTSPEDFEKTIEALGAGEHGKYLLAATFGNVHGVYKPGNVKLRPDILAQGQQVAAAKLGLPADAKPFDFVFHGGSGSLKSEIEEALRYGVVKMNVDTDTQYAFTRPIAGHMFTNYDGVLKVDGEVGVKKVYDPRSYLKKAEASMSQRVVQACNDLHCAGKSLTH
* hit, by the source's call; i = inactive; . = not tested or not shown; & = joins results of further samples.

SMILES	PfHsp40 rescue	Y pestis TopoI	TcdB inh	Mtb BioA inh	FadD28 FP inh	UGM FP inh	GDH-TPI inh	Vc quorum ag	Mtb FBA inh
Cc1sc2nc(C(C)C)nc(SCC(=O)N3CCN(C(=O)c4ccco4)CC3)c2c1C	-0.7	27	.	6.8	0.7	3.4	8	i	1
Clc1ccc(CN2CCN(c3ncccn3)CC2)cc1	0.0	8	-3.1	-0.9	-3.5	-0.2	6	-0.2	1
COc1ccc(C(=O)c2cnc3ccccc3c2-c2ccccc2)cc1	10	29	.	0.0	-2.5	0.9	-9	-0.3	-1
CCCC(c1nnnn1Cc1ccc(F)cc1)N1CCN(C)CC1 (configuration not stated)	-1.4	0	-0.6	-0.8	-2.0	-3.0	5	i	0
O=C(COc1cccc(C(F)(F)F)c1)NNC(=O)Cc1ccc(S(=O)(=O)N2CCOCC2)s1	1.3	-5	1.6	-0.4	-0.4	2.0	12	-1.0	-2
Cc1nc2cc(Cl)ccc2n1-c1ccccc1	1.4	-7	.	0.1	-5.4	-1.3	-3	i	1
C[C@H](CO)N1C[C@H](C)[C@@H](CN(C)S(=O)(=O)c2cccs2)Oc2c(NS(=O)(=O)c3cn(C)cn3)cccc2C1=O	1.0	8	0.3	1.0	0.6	-2.5	3	1.0	0
CN1C(=O)CSc2ccc(NC(=O)NCc3ccco3)cc21	1.6	-12	.	0.0	-4.8	-1.4	-2	-1.6	-1
O=C(NCc1ccccc1OC(F)(F)F)C1CCC(=O)N(C2CC2)C1 (configuration not stated)	-0.5	1	0.4	-2.2	-2.3	0.5	3	.	4
Cc1cc(C)c(C)c(S(=O)(=O)N2CCC(C(=O)NCCCN3CCOCC3)CC2)c1C	-0.4	6	-2.6	0.5	-1.1	-0.7	-1	i	2
O=C(NCCOc1ccccc1)c1cccc(S(=O)(=O)NCc2ccccc2)c1	-0.5	9	4.1	0.2	-2.0	0.9	-1	-4.8	0
CSc1ccccc1OCc1cc(C(=O)N2CCc3[nH]cnc3C2c2ccccn2)no1 (configuration not stated)	-1.6	34	0.2	0.0	-0.3	1.7	2	i	0
COc1ccc(NC(=O)CSC2=NCCN2)cc1	-1.7	0	-1.3	.	-1.8	2.3	7	i	6
Cc1ncc(C[n+]2csc(CCOC(=O)CC34CC5CC(CC(C5)C3)C4)c2C)c(N)n1	3.9	-2	.	.	-0.5	0.3	-3	-0.3	0
Cn1nnc(C(O)CNCc2ccc(Cl)cc2)n1 (configuration not stated)	-0.7	16	0.3	.	-1.3	0.3	4	-0.2	-2
Cc1nn(Cc2ccccc2Cl)c(C)c1C(=O)NCCN1C(=O)S/C(=C\c2ccccc2)C1=O	-0.2	44	-3.5	.	0.9	0.9	9	i	-2
COc1ccc(CC(NC(C)=O)C(=O)NC2CCN(C(=O)NCc3ccccc3)CC2)cc1 (configuration not stated)	1.5	3	0.4	-1.8	-3.1	2.2	4	-0.4	2
Cc1ccc(C(CNS(=O)(=O)c2ccc(Br)cc2)N2CCN(C)CC2)cc1 (configuration not stated)	1.1	-19	-0.1	-0.6	-3.1	0.3	-2	1.0	0
CCOC(=O)N1CCN(C(=O)c2oc3ccc(S(=O)(=O)N4CC(C)CC(C)C4)cc3c2C)CC1 (configuration not stated)	0.3	14	.	1.5	0.7	1.0	6	2.2	1
O=C(CSc1nnc2ccccn12)NCc1cccs1	-0.7	-8	.	-0.8	0.0	-1.3	1	i	6
CCC(=O)N1CCC(C)(C(=O)NCc2cccc(OC)c2)C1 (configuration not stated)	.	0	1.1	0.0	-2.3	.	0	-0.5	0
COC(=O)C1=C(c2ccc(S(C)(=O)=O)cc2)C[C@@H]2CC[C@H]1N2C(=O)NCC1CC1	0.0	-2	0.5	-1.4	-0.5	-1.6	18	-0.1	4
CCOC(=O)c1sc2nc(C)n(N)c(=O)c2c1C	0.5	2	-0.3	.	-0.8	0.0	4	-0.5	0
O=C(CN1CCCCC1)Nc1cccc(Cl)c1Cl	0.0	17	.	-0.7	-3.2	-1.7	1	-25	1
Cc1ccc(C)c(OCC(=O)Nc2c(C)n(C)n(-c3ccccc3)c2=O)c1	-1.0	0	0.6	-0.6	-1.7	-2.8	-4	2.1	-1
O=C(COc1ccccc1O)NCCN1CCOCC1	-1.0	0	1.0	-1.4	-2.2	0.1	4	-2.2	1
COc1ccc(/C=N/NC(=O)c2c(-c3ccccc3)noc2C)cc1	0.0	1	2.5	0.5	-2.1	0.6	11	-0.6	0
CCn1c(C)c(C)c2cc(C(=O)NCCCN3CCOCC3)ccc21	0.1	3	3.4	-0.3	0.1	0.2	1	0.5	3
CC(=O)C1=C(c2ccccc2)OC(N)=C(C#N)C1c1ccc(O)cc1 (configuration not stated)	1.0	-4	-0.1	.	3.3	-0.1	5	-0.3	1
CC(C)c1nnc(NC(=O)C2CCCN2S(=O)(=O)c2ccc(Cl)cc2)s1 (configuration not stated)	-0.4	6	.	-1.2	0.1	-1.5	0	-0.4	2
O=S(=O)(c1ccccc1)c1cnn2c(C(F)(F)F)cc(-c3ccc(F)cc3)nc12	-1.0	1	.	-1.5	2.3	2.9	14	i	1
CC(=O)C(Cl)C(=O)Nc1ccccc1 (configuration not stated)	-0.2	3	-1.6	-0.2	-3.0	.	-13	-0.9	-4
Cn1c(NCCc2ccncc2)nc2cc(-c3cccc(C(F)(F)F)c3)sc2c1=O	.	-7	0.8	-1.2	-1.9	.	5	i	2
C[C@H](CO)N1C[C@H](C)[C@@H](CN(C)C(=O)NC2CCCCC2)Oc2ccc(NC(=O)CCC(F)(F)F)cc2C1=O	0.8	-5	1.5&0.3	-2.4&-2.0	1.0	0.5	-1	4.9	76*
O=C(Nc1ccccc1C(=O)N1CCCCC1)c1cccc(S(=O)(=O)N2CCOCC2)c1	-0.2	-7	.	.	-0.5	1.7	3	-0.3	1
C#CCOCCOCCOCCNc1nc(N2CCN(C(=O)[C@H](CCCN=C(N)N)n3cc(C(N)[C@@H](C)CC)nn3)CC2)nc(N2CCN(C(=O)[C@H](CCCCN)n3cc([C@@H](N)CC(N)=O)nn3)CC2)n1 (some centres not stated)	-2.7	-19	1.0	-1.1	0.3	-0.9	11	i	3
Cc1nc(C)c(-c2ccn(S(=O)(=O)c3ccc(Cl)cc3)n2)o1	-1.2	2	0.6	.	-3.8	-0.3	-5	-0.7	-2
CCCCCCN1C[C@H](n2cc(C3CC3)nn2)[C@@H](O)C[C@@H]1c1ccc(Cl)cc1	.	16	0.9	-0.9	-2.2	.	7	-0.4	-1
CCN(CC)S(=O)(=O)c1ccc(C(=O)N2CCCCC2)cc1	1.1	10	.	-2.3	0.3	-1.0	0	-0.6	1
CNC[C@H](CC1CCCCC1)NC[C@H](Cc1ccccc1)NCCC12CC3CC(CC(C3)C1)C2	0.3	-7	1.8	0.7	-11	-2.3	8	i	2
CCC(C)C(NC(=O)OCc1ccccc1)C(=O)OCN1C(=O)c2ccccc2C1=O (configuration not stated)	-0.3	29	.	-0.7	-0.2	2.6	-1	i	-1
Cc1ccc(NC(=O)C/C(N)=N/OC(=O)c2ccccc2)cc1	-0.4	-2	0.4	.	1.1	1.6	4	-0.4	2
C=CC[C@@H](CC(=O)N(CCO)Cc1ccccc1)C(=O)N[C@H](COC(=O)[C@@H](CC=C)Cc1ccc(F)cc1)c1ccccc1	5.5	4	0.5	0.3	-2.6	-0.4	3	i	1
Cc1ccc(N=Cc2cc(Cl)cc(Cl)c2O)nc1	-1.1	-12	0.1	.	1.9	-0.8	1	i	11
Cc1ccc(OCC(=O)Nc2ccc3c(c2)ncn3C)cc1	-0.1	13	0.4	0.1	-1.1	.	-1	-2.7	2
Cc1ccc(NC(=O)C2CCN(C(=O)[C@@H]3Cc4ccccc4CN3)CC2)c(C)c1	0.0	-5	0.3	-0.6	-3.9	-2.4	4	7.1	-8
Cc1ccc(S(=O)(=O)NN=Cc2cc(Cl)ccc2O)cc1	4.8	8	1.7	-0.4	2.7	.	17	-1.7	-2
CC(C)(O)C#Cc1ccc([C@@H]2C[C@H]3CN(c4ccccc4)C(=O)[C@]34CCCN24)s1	-0.5	4	-0.3	.	-2.0	-2.3	4	i	-1
O=C(CCC(=O)N1CCSc2ccccc21)Nc1ccc(F)cc1	-2.1	8	3.3	2.8	-3.6	-1.6	-8	-0.2	-3
O=C(CC1NCCc2ccccc21)Nc1ccccc1 (configuration not stated)	-0.1	-19	-0.3	.	-2.5	-1.2	0	-0.5	3
COc1ccc(CC(=O)N(CCC2=CCCCC2)c2c(N)n(Cc3ccccc3)c(=O)[nH]c2=O)cc1	.	-2	0.1	-0.8	-1.5	.	18	i	1
CCOc1ccc(C(=O)NC(C(=O)NCC(c2cccs2)N(C)C)C(C)C)cc1 (configuration not stated)	0.2	7	-0.4	-4.5	-0.5	-0.5	1	-0.6	3
COc1ccc(C(=O)NC(CC(C)C)C(=O)O)cc1 (configuration not stated)	1.2	-3	0.0&1.3	-1.1&-1.6	0.0	5.5	5	i	2
CCOC(=O)N1CCN(CCC(=O)c2ccc(OC)cc2)CC1	0.9	12	-1.7	.	-3.6	-0.5	-4	0.1	1
